Source: PubChem (several laboratories)
T cell HTS: T cell immune modulation candidate. calls only at 7 µM. 2C CD8+ T cell-vesicle binding, flow cytometry; active compounds read low. hit rate 0.068% among 330,000;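 active = response, share of CD8 T cells binding vesicles, and their 90th percentile fluorescence all below set limits, cut at about 80% in these data, passing the limit was not always enough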
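material = purified 2C TCR transgenic mouse naive CD8+ T cells | controls = Unloaded micro-vesicles (low), QL9 vesicles with 0.7% DMSO (high) | detection = cytometric PE anti-B7-1 and Alexa647 anti-CD8 signals after 1% paraformaldehyde fixation | incubation = binding step 1.5 h, 37 °C, antibody labelling 20 min, ice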
human PMI inhibition: inhibitors of human PMI, primary screen, biochemical, fluorescence intensity, coupled assay (AID 1209); purified PMI enzyme, coupled fluorescence intensity; higher % means a stronger effect; inhibition, % at 20 µM; hits with a dose series show IC50 in µM; hit rate 0.42% among 190,000; in the data active = inhibition above about 50%;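 note: plate controls were DMSO vehicle for no effect and wells lacking substrate for full effect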
Myeloid diff 2: promotes myeloid progenitor differentiation | ER-HoxA9 myeloid progenitors, lysozyme-GFP differentiation, flow cytometry | calls only at 10 µM | hit rate 1% among 360,000;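 active = normalized GFP-positive differentiation at or above the plate's own cutoff, the solvent-only control mean plus 3 SD; inconclusive = no clear call, values can overlap the other calls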;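 note: cells exposed to compound for four days before flow analysis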
Dynein cargo inh: dynein cargo transport inhibition; z-score, hits read low; hit rate 0.47% among 220,000; 3617.4 mouse cells, GR-EGFP nuclear translocation imaging; test concentration mostly 20 µM; stimulated with dexamethasone, 1 µM; active compounds read low;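 active = plate z-score of nuclear minus cytoplasmic receptor signal below a set negative limit, without overly bright fluorescence or cell loss, cut at about -3.5 in these data, passing the limit was not always enough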;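 note: z-score of nuclear minus cytoplasmic ring GR-EGFP intensity difference per well; some compounds called inactive have numbers as strong as hits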
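medium = tetracycline-free induction medium containing charcoal-stripped FBS | probe or stimulus = dexamethasone, 1.0 µM final | timing = 48 h induction, then 1 h compound, then 30 min agonist, 37 °C | detection = automated 10x imaging of fixed Hoechst-stained cells | read-out basis = nuclear versus cytoplasmic GR-EGFP signal, averaged per well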
MT stabilizer: microtubule stabilizers in HeLa cells; HeLa tubulin immunostaining HCS, 24 h; share of cells brighter than vehicle mean+2SD; % tubulin-high responders, % at 10 µM; hit rate 0.83% among 200,000; AID 2205;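 active = plate Z-score above 3 for both tubulin-high and condensed-nucleus cell shares, with cell loss under 80%, at 10 µM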;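 note: anti alpha tubulin signal scored within the nucleus-defined area of each cell; some results filed as inactive read as strong as hits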
Insulin prom up: MIN6 insulin promoter up-regulation | MIN6 insulin promoter-GFP reporter, high-content imaging; active compounds read high | z-score at 5 µM | hit rate 0.3% among 190,000;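 active = z-score above 3 at 5 µM with at least 500 cells counted in the well; inconclusive = wells under 500 cells, flagged as cytotoxic or low count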
b-catenin transl: alters nuclear translocation of beta-catenin in HeLa cells; immunofluorescence imaging; nuclear translocation activity, % at 5 µM; hit rate 0.3% among 190,000;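 active = nuclear translocation activity above 50% at 5 µM, with a well cell count of 50 or more; inconclusive = wells under 50 cells across six images, flagged as toxic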;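 note: per-cell ratio of nuclear to cytoplasmic median beta-catenin stain intensity; plate controls were DMSO negative control for no effect and GSK-3 inhibitor IX positive control for full effect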
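Read-out: Nuclear/cytoplasmic beta-catenin signal ratio, % activation | Assay system: Human HeLa cell line | Times: 24 h compound exposure at 37°C, 5% CO2 | Signal: Fluorescence imaging of beta-catenin antibody stain plus DAPI | Dosing: 5 µM primary, 0.02–20 µM confirmation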
TNAP activators: human TNAP enzyme activators, primary screen, biochemical, luminescent, no phosphate acceptor, uHTS (AID 1001); hit rate 0.03% among 200,000; purified TNAP, luminescent activation assay, no phosphate acceptor; higher activation fold means a stronger effect; activation fold at 20 µM; hits with a dose series show EC50 in µM; in the data active = activation fold from about 3, or a potency from the dose series; inactive = the rest, 99 in 100 with activation fold below about 1.6; note: many of its hits are not listed in these tables
Lipid droplet: hepatic lipid droplet formation modulation. AML12 mouse hepatocytes, oleate lipid droplets, BODIPY imaging. inhibition, % at 6.5 µM. hit rate 0.4% among 240,000;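 active = lipid droplet intensity inhibited by at least 50%, with more than 500 cells counted; inconclusive = wells with under 300 cells, treated as cytotoxic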
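Material – AML12 mouse liver cells · Also added – oleate loading, 100 µM · Compound dosing – 6.5 µM single-point dosing · Times – overnight treatment with compound plus oleate · Measured by – fluorescence imaging, 20x objective, two fields per well · Read-out – percent inhibition of filter-corrected integrated lipid droplet intensity per well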
Dynein cargo inh cytoplasmic EGFP: also measured in Dynein cargo inh; calls as there; z-score; measured here: cytoplasmic GR-EGFP intensity; active compounds read high
Dynein cargo inh nuclear GR-EGFP: recorded beside Dynein cargo inh, whose call it bears; z-score; measured here: nuclear GR-EGFP intensity;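 lower value marks the stronger effect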
Dynein cargo inh cell count: second read-out of Dynein cargo inh, no call of its own (marks repeat the call); z-score; measured here: cell count per field
Insulin prom up cell count: also measured in Insulin prom up; calls as there; cell count; measured here: cytotoxicity, nuclei count;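 total cells summed across four imaged fields per well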
Lipid droplet cells 6.5 µM: recorded beside Lipid droplet, whose call it bears; cell count; measured here: cell count, cytotoxicity flag;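 cells counted across two imaged fields per well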
b-catenin transl cell count 5 µM: second read-out of b-catenin transl, no call of its own (marks repeat the call); cell count; measured here: cell count, cytotoxicity flag
T cell HTS vesicle-bound %: further read-out of T cell HTS, marked with its call; double positive events, %; measured here: CD8+ vesicle-bound cell fraction;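 binding gate set so that unloaded-vesicle control wells show 10% double positive cells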
MT stabilizer Hoechst-high %: second read-out of MT stabilizer, no call of its own (marks repeat the call); % Hoechst-high responders; measured here: nuclear condensation Hoechst responders;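 share of cells brighter than vehicle mean plus two SD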
MT stabilizer cytotoxicity %: also measured in MT stabilizer; calls as there; toxicity, %; measured here: cytotoxicity by cell density;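 0% = mean cell density of plate MIN control wells and 100% = no cells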
Myeloid diff 2 GFP+ MAC1+ %: further read-out of Myeloid diff 2, marked with its call; GFP+ MAC1+ double positive, %; measured here: differentiation confirmed by MAC1 staining
* hit, by the source's call; i = inactive; u = inconclusive; x = no result given.

SMILES	T cell HTS	T cell HTS vesicle-bound %	human PMI inhibition	Myeloid diff 2	Myeloid diff 2 GFP+ MAC1+ %	Dynein cargo inh	Dynein cargo inh cytoplasmic EGFP	Dynein cargo inh nuclear GR-EGFP	Dynein cargo inh cell count	MT stabilizer	MT stabilizer Hoechst-high %	MT stabilizer cytotoxicity %	Insulin prom up	Insulin prom up cell count	b-catenin transl	b-catenin transl cell count 5 µM	TNAP activators	Lipid droplet	Lipid droplet cells 6.5 µM
COc1cc(C(=O)N[C@H](C(=O)NC2CCCCCC2)C(C)C)cc(OC)c1OC	i	20.0	-4.6%	i	0.5	-0.727	-0.215	0.29	1.98	1.8	1.5	7.0	x	x	x	x	1.2	15.0	830
O=C(NN1CCN(Cc2ccccc2Cl)CC1)c1ccc(Cl)cc1	i	51.2	-5.4%	i	0.3	-0.731	-0.28	-0.704	1.02	2.4	3.4	4.8	x	x	-0.1	933	1	-21.9	467
O=C(CCC(=O)c1cccs1)NCc1ccc(F)cc1	i	51.2	-3.8%	i	1.4	-0.586	-0.261	-0.192	0.942	1.5	1.1	5.8	0.93	889	-1.3	1190	1.1	-2.4	756
O=C(NN1C(=O)CSC1=S)c1cccnc1	i	20.7	x	i	0.8	0.184	-0.265	0.667	-0.607	x	x	x	x	x	-1.2	1333	x	12.6	713
COc1ccc(CC2C(=O)OC(C)(C)OC2=O)cc1	i	31.1	6.1%	i	0.5	0.624	-0.0797	-0.315	-0.911	4.6	3.1	2.2	0.22	1321	-5.7	994	1.1	x	x
Clc1c(-c2ccccc2)nnn1-c1ccccc1	i	47.0	1.7%	i	0.6	-0.531	-0.287	-0.64	0.876	2.7	3.8	6.2	0.53	1395	x	x	1.1	31.2	729
COC(=O)CSc1nc(C)cc(C)c1C#N	i	27.8	8.0%	i	0.3	0.743	-0.278	0.733	-0.481	2.5	1.8	10.7	0.95	1503	-2.2	1002	1.1	18.5	698
COc1ccc(OC)c2c(C)c(C)[nH]c12	i	65.0	x	i	0.5	-0.528	-0.273	0.517	0.201	x	x	x	0.65	1010	-0.8	1330	x	22.8	669
CC1CCN(CCC(=O)Nc2ccc3c(c2)OCCO3)CC1	i	26.8	-11.3%	x	x	0.142	-0.307	0.401	-0.603	3.1	2.6	2.6	-0.22	1311	-1.4	1188	1.1	-15.3	666
Cc1ccc(NC(=O)OCc2cncs2)cc1	i	34.9	16.1%	i	0.3	-0.0499	0.00424	0.185	-0.14	2.2	1.9	4.1	0.11	1568	1.5	926	1.1	14.4	624
COc1cc(NC(=O)Nc2ccc(Cl)c(Cl)c2)c(C(=O)O)cc1OC	i	27.4	x	i	0.2	-0.794	-0.223	0.191	0.0572	x	x	x	x	x	-0.6	1380	x	12.1	731
O=C(Nc1cccc(-c2nc3ncccc3o2)c1)c1sc2cc(Cl)ccc2c1Cl	i	26.7	0.5%	i	7.0	0.171	-0.203	0.722	0.202	2.6	1.4	6.3	-1.21	1371	0.1	1401	1.1	x	x
NCCSC1CC(=O)N(Cc2ccc(F)cc2)C1=O (stereo not drawn)	i	7.3	-9.0%	i	0.7	-0.394	-0.214	-0.0195	0.15	3.7	1.1	10.1	-0.49	1535	-2.8	1071	1.4	2.7	664
O=C(c1noc2c1CCCCC2)N1CCOCC1	i	6.2	4.7%	i	18.1	1.45	-0.184	0.729	-0.152	3.6	2.0	6.7	0.52	1301	-3.4	1168	1.1	19.7	785
CN1CCN(C(=O)Nc2ccc3c(c2)N(C)C(=O)c2ccccc2S3)CC1	i	33.8	-1.6%	i	0.9	0.41	-0.249	0.396	-0.726	2.8	4.1	6.9	-0.04	1187	1.1	1046	1.2	-8.9	748
CCC(C)NCCOCCOc1ccc(F)cc1 (stereo not drawn)	i	19.4	5.2%	i	1.0	-0.173	-0.281	0.06	2.31	3.4	1.8	5.5	x	x	x	x	0.9	15.5	801
CC(C(=O)NCCN1CCOCC1)(c1ccccc1)c1ccccc1	i	29.5	-9.7%	i	0.2	-0.415	-0.335	-0.379	0.238	3.5	1.7	7.8	0.09	1493	0.1	1535	1.1	-0.1	755
CN1CCN(C(=S)c2ccc(Cl)cc2)CC1	i	30.9	-4.7%	i	0.3	1.7	-0.0574	0.866	-0.54	1.1	1.2	7.1	-0.5	1027	-4.6	1252	1	5.6	776
CSc1nsc(SC)c1C(=O)N1CCN(S(=O)(=O)c2ccc(C)cc2)C1C(C)C (stereo not drawn)	i	24.0	1.8%	i	1.0	1.8	-0.189	1.55	-2.08	3.8	1.5	6.2	x	x	-2.5	1120	1	-38.5	687
C/C(=N\NC(=O)c1cccc(S(=O)(=O)Nc2ccccc2Cl)c1)c1ccc(-n2ccnc2)cc1	i	64.4	-26.4%	i	0.2	0.173	-0.225	0.808	-0.414	1.1	1.2	2.2	x	x	-0.6	1054	1	5.4	752
COc1ccc(C(CCN2CCOCC2)c2c(O)cc(OC)cc2OC)cc1 (stereo not drawn)	i	41.0	x	i	0.3	-0.261	-0.714	-0.0289	0.0921	x	x	x	0.13	939	0.0	1257	x	-0.7	774
COc1ccc(NC(=O)c2nc3nc(C)cc(C(F)F)n3n2)cc1OC	i	32.4	1.9%	i	4.2	2.53	-0.172	1.66	-0.921	2.1	0.8	4.5	0.64	1767	-3.1	1102	1.1	-19.0	585
NC(=O)CN1CCN(c2nc(-c3ccc(F)cc3)cs2)CC1	i	41.0	7.5%	i	0.9	-0.168	-0.195	-0.574	-0.0713	2.4	1.8	1.3	-0.85	1531	1.0	1352	1.1	x	x
O=S(=O)(c1ccccc1Cl)N1CCC(O)(c2cccnc2)CC1	i	43.1	-1.2%	i	0.1	0.404	-0.249	0.769	-0.644	2.6	1.9	13.4	0.34	1406	-1.5	980	1.1	-3.4	715
O=C(Nc1cccc(Cl)c1)Nn1cnnc1	i	60.1	x	i	0.6	-0.24	-0.252	-0.156	0.883	x	x	x	0.09	1530	-1.2	1201	x	-3.8	731
COc1ccc(CCN=C(NS(=O)(=O)c2ccc(Cl)cc2)c2ccccc2)cc1	i	37.4	18.2%	x	x	-0.54	-0.289	-0.447	1.08	3.9	2.4	8.1	-0.7	1492	-0.7	1017	1.1	-16.1	725
O=C(CC(=O)N/N=C/c1ccc(F)cc1)N/N=C/c1ccc(F)cc1	i	9.6	x	i	0.5	0.0755	-0.182	0.628	-1.01	x	x	x	x	x	1.2	1318	x	u	x
CCCCSc1nnc(CSc2nc3nc(C)cc(C)n3n2)o1	i	16.1	-1.1%	i	1.1	0.539	-0.278	0.583	-0.251	1.3	1.6	3.4	1.04	974	x	x	1.1	x	x
CCCCCCN1CC(C(=O)OCC)C(=O)C1=O (stereo not drawn)	i	34.1	4.5%	i	0.8	-0.0802	0.325	-0.09	-1.06	1.5	4.0	9.9	0.29	1415	-1.7	1067	1.1	2.8	688
O=C(O)Cc1c(O)ccc2ccccc12	i	20.1	4.6%	i	0.7	-1.25	-0.218	-1.08	0.189	2.0	2.3	5.5	-0.22	1509	-4.0	1320	1.1	x	x
Cc1ccc(CNC(=O)CSc2n[nH]c(N)n2)cc1	i	57.8	8.6%	i	0.0	1.22	-0.241	0.47	0.0319	2.1	2.3	2.9	-0.43	1155	x	x	1	0.9	692
COc1cc(CNCc2cccs2)ccc1OCc1cccs1	i	42.6	9.5%	i	5.1	0.239	-0.178	0.682	-0.774	2.2	1.6	4.3	-2.19	622	2.3	1394	1.1	x	x
Cc1nc2c(ccc3nc(NC(=O)C(c4ccccc4)c4ccccc4)sc32)s1	i	19.8	10.2%	i	1.0	-1.07	-0.265	0.0629	0.812	2.9	1.7	3.4	-1.4	1064	7.9	536	1	-3.9	695
COc1ccccc1CC(=O)NC1CCCc2ccccc21 (stereo not drawn)	i	54.1	3.8%	i	1.0	0.741	-0.235	0.731	-0.873	1.6	1.4	5.5	0.73	1445	-1.7	1041	1	-82.6	704
O=C(NNS(=O)(=O)c1ccc(Br)cc1)c1sccc1-n1cccc1	i	44.5	9.5%	i	0.5	0.0316	-0.337	-0.0201	-0.405	2.4	1.6	5.6	0.72	1291	0.5	1153	1.1	-1.0	698
CCNC(=O)CN(c1ccc(C)cc1)S(=O)(=O)c1ccc(SC)cc1	i	27.1	15.3%	i	1.2	1.19	-0.307	0.503	0.0176	6.0	3.7	5.5	-0.01	1865	-1.4	1035	1.2	-0.5	700
